High-throughput results (PubChem)
G9a inh – qHTS Assay for Inhibitors of Histone Lysine Methyltransferase G9a; 350,000 tested, 8.8% active; AID 504332, 2011; G9a H3K9 monomethylation, AlphaScreen, 2 h; Potency, µM (titrated, usually from 102 µM), for the others: at the highest dose activity, negative = inhibition, actives largely listed as inhibitors; also: potency is read from the fitted curve at half-maximal effect; % is scaled to controls: 0 for no effect and ±100 for the full control effect; nearly all actives have a fitted effect of over 75% in size
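Using a bead-based AlphaScreen, monomethylated H3K9 product from 2 h room-temperature reactions (G9a 20 nM, peptide 500 nM, SAM 20 uM) was detected with 0.5 ug/mL rabbit anti-H3K9me1 antibody.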
BAZ2B inh – qHTS Assay for Inhibitors of BAZ2B | Bromodomain adjacent to zinc finger domain protein 2B (Homo sapiens), Q9UIF8 | AlphaScreen BAZ2B-H3K14Ac peptide displacement | Potency, µM (top dose mostly 114 µM), without a hit: top-dose activity change, negative = inhibition, most hits filed as inhibitors | 360,000 tested, 4.4% active | AID 504333, 2011; also: potency is read from the fitted curve at half-maximal effect; % is scaled to controls: 0 for no effect and ±100 for the full control effect; nearly all actives have a fitted effect of over 60% in size
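BAZ2B (50 nM) with biotin-H3(5-23)K14Ac peptide (50 nM) in PBS pH 7.4, 0.01% Tween-20, preformed 30 min, then compound 30 min at room temperature; top concentration 110uM. AlphaScreen streptavidin donor/nickel chelate acceptor beads (10 ug/mL final), 20 min dark, signal read.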
GLS inh – qHTS for Inhibitors of Glutaminase (GLS) | GLS enzymatic activity, qHTS titration | Potency, µM (doses to about 45.5 µM), for inactives: at the top dose activity change, negative = inhibition, most hits filed as inhibitors | AID 624170, 2012 | 410,000 tested, 0.21% active; also: potency is read from the fitted curve at half-maximal effect; % is scaled to controls: 0 for no effect and ±100 for the full control effect
Target sequence (O94925 whole entry, looked up): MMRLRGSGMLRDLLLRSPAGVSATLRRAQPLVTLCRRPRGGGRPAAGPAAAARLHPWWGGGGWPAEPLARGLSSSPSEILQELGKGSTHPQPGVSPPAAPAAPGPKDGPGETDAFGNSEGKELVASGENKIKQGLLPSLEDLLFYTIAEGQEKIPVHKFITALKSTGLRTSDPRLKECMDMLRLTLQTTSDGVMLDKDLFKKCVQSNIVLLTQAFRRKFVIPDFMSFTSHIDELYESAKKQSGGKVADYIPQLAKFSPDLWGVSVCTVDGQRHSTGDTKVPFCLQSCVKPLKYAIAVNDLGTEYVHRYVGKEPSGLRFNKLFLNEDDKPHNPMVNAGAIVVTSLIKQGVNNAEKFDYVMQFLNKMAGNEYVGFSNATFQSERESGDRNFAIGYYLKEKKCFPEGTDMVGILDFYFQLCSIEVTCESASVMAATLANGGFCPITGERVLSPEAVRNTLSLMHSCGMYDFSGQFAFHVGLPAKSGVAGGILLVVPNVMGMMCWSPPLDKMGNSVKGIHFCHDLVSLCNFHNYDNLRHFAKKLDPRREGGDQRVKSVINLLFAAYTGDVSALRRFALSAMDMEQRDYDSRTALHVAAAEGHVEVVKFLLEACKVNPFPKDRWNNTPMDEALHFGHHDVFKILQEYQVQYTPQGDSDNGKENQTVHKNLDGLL
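hKGA in 45 mM KH2PO4 (pH 8.2), 0.02% Tween-20 with compound, then 1mM L-Glutamine (stock as added) plus glutamate oxidase/HRP/Amplex red coupling mix. Fluorescence read initially and after 30 min at RT; signal change reflects glutamate formation.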
Tb PGK inh – qHTS Assay to Find Inhibitors of Phosphoglycerate Kinase; Phosphoglycerate kinase, glycosomal (Trypanosoma brucei brucei), P07378; PGK/GAPDH coupled, Kinase-Glo luminescence, 60 min; Potency, µM (doses to about 57.5 µM), for inactives: top-dose activity change, negative = inhibition, most hits filed as inhibitors; 380,000 tested, 0.043% active; AID 602233, 2012; also: potency is read from the fitted curve at half-maximal effect; % is scaled to controls: 0 for no effect and ±100 for the full control effect; nearly all actives have a fitted effect of over 60% in size
Target sequence (P07378 whole entry, looked up): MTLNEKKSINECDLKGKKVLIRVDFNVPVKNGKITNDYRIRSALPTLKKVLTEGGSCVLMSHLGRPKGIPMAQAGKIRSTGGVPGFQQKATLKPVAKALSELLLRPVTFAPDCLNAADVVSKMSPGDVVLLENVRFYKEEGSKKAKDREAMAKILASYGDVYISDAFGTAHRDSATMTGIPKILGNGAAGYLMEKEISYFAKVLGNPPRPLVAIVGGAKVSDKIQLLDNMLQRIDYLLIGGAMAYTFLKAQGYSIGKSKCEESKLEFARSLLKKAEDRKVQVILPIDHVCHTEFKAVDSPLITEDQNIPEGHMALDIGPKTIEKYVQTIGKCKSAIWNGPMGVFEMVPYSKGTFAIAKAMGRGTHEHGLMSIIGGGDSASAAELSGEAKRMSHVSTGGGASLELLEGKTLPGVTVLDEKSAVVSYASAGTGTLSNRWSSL
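Recombinant glycosomal PGK reaction used 1,3-bisphosphoglycerate generated in-well by GAPDH (100nM final) in 100mM TEA pH 7.6, 5mM MgCl2, 0.01% Tween-20. After 60 minutes at room temperature, ATP was read by Kinase-Glo Plus luminescence end-point.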
JMJD2A Tudor – qHTS Assay for Inhibitors of JMJD2A-Tudor Domain; Lysine-specific demethylase 4A (Homo sapiens), O75164; 390,000 tested, 4.4% active; AlphaScreen JMJD2A-Tudor / H3K4me3 peptide binding; AID 504339, 2011; Potency, µM (series often up to 114 µM), for the others: at the highest dose activity change, negative = inhibition, most hits filed as inhibitors; also: potency is read from the fitted curve at half-maximal effect; % is scaled to controls: 0 for no effect and ±100 for the full control effect; nearly all actives have a fitted effect of over 50% in size
Pin1 inhibitor – qHTS Assay to Find Inhibitors of Pin1; Peptidyl-prolyl cis-trans isomerase NIMA-interacting 1 (Homo sapiens), Q13526; Pin1 FP peptide displacement, HiFluor488, 10 min; Potency, µM (highest dose often 115 µM), for inactives: at the highest dose activity, negative = inhibition, actives largely listed as inhibitors; 390,000 tested, 0.009% active; AID 504891, 2011; active = well fitted inhibition curve with a large enough effect in the polarisation, with a control signal flat, not every such curve was filed as active; inconclusive = small, poorly fitted or top-dose-only effect, or effect the other way, or a change in a side signal; inactive = no such curve, though single readings can be large or run the other way; the % refers to the polarisation; also: potency is read from the fitted curve at half-maximal effect; % is scaled to controls: 0 for no effect and ±100 for the full control effect
ERG-DNA inh – qHTS for Small Molecule Inhibitors of the ERG Ets/DNA interaction; Transcriptional regulator ERG (Homo sapiens), P11308; fluorescence polarization, His-ERG Ets domain / labelled DNA; Potency, µM (highest dose often 76.9 µM), inactives show at the highest dose FP activity, negative = inhibition, hits mostly inhibitors; 370,000 tested, 0.028% active; active = well fitted inhibition curve with a large enough effect in the polarisation, with a control signal flat; inconclusive = small, poorly fitted or top-dose-only effect, or effect the other way, or a change in a side signal; inactive = no such curve, though single readings can be large or run the other way; the % refers to the polarisation;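 also: polarization taken with two DNA probes labelled with fluorescein and Texas red; potency is read from the fitted curve at half-maximal effect; % of control where 0% means no effect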
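His-tagged ERG Ets domain (1 uM in the protein solution; 300mM KCl, 50mM Tris-HCl, 1mM EDTA, 1mM DTT, pH 7.5) received compound, then a probe mix of 5 nM fluorescein-DNA and 100nM Texas-615-DNA. Fluorescence polarization was read for both dyes.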
HP1b chromo inh – HTS for Inhibitors of HP1-beta Chromodomain Interactions with Methylated Histone Tails; 390,000 tested, 0.56% active; AID 540317, 2011; AlphaScreen HP1-beta / biotin-H3K9me3 peptide binding; Chromobox protein homolog 1 (Homo sapiens), P83916; Potency, µM (top dose mostly 114 µM), for the others: top-dose activity change, negative = inhibition, usual class: inhibitors; also: potency is read from the fitted curve at half-maximal effect; nearly all actives have a fitted effect of over 70% in size; inactives centre near 23
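HP1-beta protein (50 nM final) preincubated 30 min at room temperature with biotinylated H3(1-18)K9me3 peptide (50 nM) in PBS pH 7.4, 0.01% Tween-20, then compound added for 30 min. AlphaScreen streptavidin donor/nickel chelate acceptor beads (10 ug/mL final), 30 min dark, luminescence read.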
PI4K2A block – qHTS for small molecular inhibitors of PI4K2A. Phosphatidylinositol 4-kinase type 2-alpha (Homo sapiens), Q9BTU6. purified PI4K2A, ADP-Glo luminescence, 1 h; active compounds read low. activity change, negative = inhibition, % at 76.9 µM. 420,000 tested, 0.13% active. AID 1346378, 2018; in the data active = activity change below about -50%; inconclusive = mostly about -30% to -49%;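 also: -100% = wells without enzyme as full effect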
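ADP-Glo luminescence measured ADP generated by PI4K2A enzyme (4 ug/mL before mixing) with 1.2 mM PI substrate (pre-mix) and 300 microM ATP (pre-mix). Tris pH7.5 buffer with MgCl2, Triton X-100; 1 h reaction at ambient temperature.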
Starred values were filed as active, the others as inactive; i = inactive; ? = inconclusive; · = no result given; [ ] = another dose, or the depositor's remark. Unless noted, calls follow the shape of the dose curve; as a rule, active = well fitted curve in the direction sought with a large enough effect; inconclusive = small, poorly fitted or top-dose-only effect, or another doubt; inactive = no such curve, though single readings can be large; an effect the other way counts as inactive or inconclusive.

Compound	G9a inh	BAZ2B inh	GLS inh	Tb PGK inh	JMJD2A Tudor	Pin1 inhibitor	ERG-DNA inh	HP1b chromo inh	PI4K2A block
Cc1ccccc1CN1CCC(n2nccc2NC(=O)c2cccnc2)CC1	11%	-17%	6%	i	-16%	18%	1%	10%	-5
O=C(Nc1ccc2oc(-c3ccccc3F)nc2c1)c1ccccc1Cl	-9%[59 µM]	3%	-2%	-5%	-19%	21%	0%	2%	1
CC1(C)CC(=O)N(CC(=O)NCc2ccccc2)c2ccccc2S1(=O)=O	18%[59 µM]	-6%	-6%	-4%	-6%	2%	4%	35%	-3
O=C(Nc1ccc(Cl)cc1)N1CCSCC1	-6%	9%	-1%	5%	-20%	3%	-8%	2%	3
CC(C)(Oc1ccc(Cl)cc1)C(=O)NC1CCN(Cc2ccccc2)CC1	-6%	8%	4%	0%	-1%	-8%	-15%	12%	2
Cn1c(=O)c2c(ncn2CC(=O)OCC(=O)Nc2cccc(Cl)c2)n(C)c1=O	11%	·	-13%	i	-12%	-5%	-10%	8%	-1
N#Cc1cc2c(=O)n3ccccc3nc2n(Cc2ccco2)c1=NC(=O)c1ccco1	?	-12%	11%	-2%	?	·	-4%	17%	?
O=C(NCCCNc1ccc([N+](=O)[O-])cc1Cl)c1ccccc1F	?	-35%	4%	i	-19%	0%	1%	16%	-2
CC(C)N1CCc2c(sc(NC(=O)CCS(=O)(=O)c3ccccc3)c2C#N)C1	?	-12%	25%	-2%	-10%	2%	2%	35%	2
Cc1ccc(Cn2c(CNC(=O)c3ccccc3Br)nc3cccnc32)cc1	44%[activator][59 µM]	-17%	-6%	2%	-19%	9%	2%	15%[57 µM]	0
COc1ccc(NC(=O)N2CCCC2C(=O)NCC2CCCCC2)cc1 (centres undefined)	27%	-1%	6%	i	-6%	-3%	20%	-17%	0
CC(=O)c1ccccc1OCC(=O)Nc1cccc(S(=O)(=O)N2CCCC2)c1	-2%[12.7 µM]	0%	8%	-4%	-4%	0%	-4%	33%	-1
Cc1ccc(NC(=O)CCc2c(C)nc3ncnn3c2C)nc1	-5%[12.7 µM]	-12%	-3%	4%	0%	-5%	-5%	20%	-2
COc1cccc(C=O)c1OC(=O)N1CCOCC1	-17%	-18%	-8%	-6%	-9%	-3%	-1%	59%[activator]	-5
C#CC(=O)N(c1cc(OC)ccc1OC)C(C(=O)NC1CCCC1)c1cccs1 (centres undefined)	-48%[59 µM]	11%	12%	6%	-19%	-1%	·	33%	-11
Cc1ccc(CN(Cc2cccnc2)C(=S)Nc2cccc(Cl)c2C)cc1	15%	-9%	0%	2%	-6%	6%	-3%	48%[activator]	-2
CC(OC(=O)[C@@H](NC(=O)OCc1ccccc1)C(C)C)C(=O)Nc1ccc(N2CCOCC2)cc1 (some centres undefined)	·	·	29%	-7%	-15%	16%	12%	62%[activator]	-5
Cc1ccccc1OCC(=O)OCC(=O)N1CCCc2ccccc21	11%	17%	3%	1%	17%	8%	-1%	46%[activator]	2
COc1ccc(S(=O)(=O)N2CCC(C(=O)N3CCOCC3)CC2)cc1	12%[59 µM]	-1%	8%	3%	-4%	-7%	-4%	14%	3
c1csc(-c2nc3ccccc3s2)c1	20µM*	45%[activator]	0%	-2%	9%	3%	13%	29%	-15
CCC(C)(C)NC(=O)/C=C/c1cc(OC)c(OC)c(S(=O)(=O)N2CCc3ccccc32)c1	18%[59 µM]	-2%	-13%	i	-4%	1%	-6%	42%[activator]	0
Cc1ccc(S(=O)(=O)N2CCN=C2SCc2ccc(Cl)c(Cl)c2)cc1	35%[59 µM]	15%	2%	-8%	-14%	-5%	-6%	25%	-3
O=C(Cn1nnc(-c2ccc(S(=O)(=O)N3CCCC3)cc2)n1)Nc1ccccc1-n1cccc1	-8%[59 µM]	-5%	3%	-2%	-34%	6%	-3%	-3%	2
C/C=C\C(=O)Nc1cccc(C2=NOC3(C2)C[C@@H](C(N)=O)N(C(=O)c2ccccc2)C3)c1 (some centres undefined)	-4%[59 µM]	0%	-1%	-9%	-24%	-6%	13%	8%	2
CC(=O)Nc1nc(-c2cccs2)cs1	?	7%	1%	-3%	-11%	-7%	-6%	12%	-8
O=C(NCCc1ccccc1)c1cccc(NC(=O)c2ccccc2)c1	·	·	18%	-3%	-19%	-5%	0%	32%	-4
COc1cc(OC)c(Nc2nc3ccc(C(=O)c4ccccc4)cc3n3c(C)nnc23)cc1Cl	-7%[59 µM]	-1%	-6%	-7%	-4%	7%	0%	43%[activator]	-1
Cc1ccc(C(=O)NCC(=O)Nc2ccncc2)s1	21%	-3%	-6%	i	-22%	4%	1%	23%	-3
O=C(CCc1n[nH]c(=O)[nH]c1=O)Nc1cccc([N+](=O)[O-])c1	50µM*	·	0%	5%	?	-21%	9%	24%	6
COc1ccc(CCN2C(=NC(C)=O)SC3CS(=O)(=O)CC32)cc1OC (centres undefined)	2%	-11%	-3%	-3%	3%	-12%	-1%	31%	-2
CCCCOCCCn1c(-c2ccco2)nc2nc3ccccc3nc21	?	9%	16%	12%	7%	?	6%	50%[activator]	0
O=[N+]([O-])c1cccc(S(=O)(=O)NCCc2ccccc2)c1	0%	-24%	1%	i	-5%	-5%	-2%	24%	-1
CCOC(=O)N1CCN(C(=O)COc2cc(=O)n(C)c3ccccc23)CC1	-28%[12.7 µM]	3%	-1%	-5%	-7%	-5%	-2%	-5%	-3
COc1cc(NC(=O)C2=C(N3CCOCC3)/C(=C\c3ccc(Br)cc3)CC2)cc(OC)c1OC	8%	12%	9%	3%	-25%	5%	3%	9%	1
O=C(O)c1cc(=O)c2cc(Cl)ccc2o1	-1%[59 µM]	-3%	-2%	0%	-3%	2%	2%	35%	-4
N=C1/C(=C\c2coc3ccccc3c2=O)C(=O)N=C2SC=CN12	-13%[59 µM]	?	20%	-4%	-5%	?	21%	30%	-7
CN1OCC(S(=O)(=O)c2ccccc2)C1c1ccccc1 (centres undefined)	0%	0%	12%	-6%	-4%	-4%	-2%	14%	1
CN1CCC(OC(=O)COc2ccc(Br)cc2)CC1	45µM*	-10%	18%	8%	-4%	-2%	5%	21%	2
COc1ccc(S(=O)(=O)NC(C)C(=O)NCc2cccnc2)cc1OC (centres undefined)	-25%	-2%	-7%	-9%	5%	-2%	0%	32%	2
COc1cccc(-c2nc(C(N)=O)c3[nH]c(=O)n(-c4ccccc4)c3n2)c1OC	-4%	4%	1%	-7%	-30%	3%	-7%	18%	0
Cc1ccnc(NC(=O)CCC(=O)N(CC(=O)NCc2ccccc2)Cc2ccccc2)c1	20%	-4%	-6%	-5%	7%	1%	-7%	44%	-2
COc1ccc(C)cc1N(C(=O)c1ccco1)C(C(=O)NC1CCCC1)c1ccc(N2CCOCC2)cc1 (centres undefined)	16%	-23%	-22%	-3%	-13%	5%	11%	13%	1
CCOC(=O)c1cccc(NC(=O)CSc2nnc(COc3ccccc3)n2CC)c1	18%[2.33 µM]	4%	2%	6%	-16%	0%	-12%	18%	1
CCn1cc(CN2CCC(n3nccc3NC(=O)c3cccc(F)c3)CC2)cn1	29%	-28%	-8%	-5%	-3%	6%	-13%	21%	4
Cc1ccc2c(c1)CCCN2C(=O)c1cc(C)c(C)s1	1%[0.501 µM]	9%	2%	-5%	8%	2%	-7%	61%[activator]	4
CCC(C)N(C(=O)COC(=O)C1C(C(=O)OC)=C(C)NC(C)=C1C(=O)OC)C1CCS(=O)(=O)C1 (centres undefined)	27%	?	6%	-1%	-1%	-7%	-5%	54%[activator]	0
Cc1ccc(NC(=O)CSCC(=O)N2CCCc3ccccc32)cc1	45µM*	9%	0%	5%	-2%	7%	-6%	32%	2
COc1cc(NC(=O)CSc2nc3ccccc3cc2Cc2ccccc2)cc(OC)c1	53%[activator][59 µM]	-8%	-8%	-9%	-19%	2%	0%	12%	8
CN1/C(=C\C=[N+](C)c2ccccc2)C(C)(C)c2ccccc21	?	-36%	-1%	-10%	35µM*	-2%	·	15%	-4
CC(=O)Nc1ccc(SC(Sc2ccc(NC(C)=O)cc2)c2ccccc2)cc1	·	·	14%	3%	-16%	2%	·	26%	-4
CCCCOc1ccc(C(=O)NCc2nnnn2-c2ccc(C)c(C)c2)cc1	4%[59 µM]	2%	1%	i	-15%	-11%	1%	22%[57 µM]	2
